Assay outcomes from PubChem BioAssay.
Runt-SMMHC FRET = inhibitors of human RUNX1 Runt domain binding to CBFb-SMMHC; Q01196+Q13951; AID 1434; 220,000 tested, 0.74% active; Cerulean-Runt/Venus-CBFb-SMMHC FRET ratio 530/480, 1 h; inhibition, % at 20 µM;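 active means mean inhibition across duplicate retests at 20 µM reaching about 50%, limit read from the data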;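 further: 0% = DMSO wells and 100% = wells with excess untagged CBFb-SMMHC; inhibitors lower the FRET ratio by blocking Runt binding to CBFb-SMMHC; some results filed as inactive read as strong as hits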
Thrombin inh = inhibitors of human thrombin | P00734 | alpha-thrombin, Boc-VPR-AMC fluorogenic substrate cleavage | inhibition, % at 5 µM | 220,000 tested, 0.26% active;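 active means inhibition at or above 40%; inactive means inhibition below 40%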;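 further: 0% = enzyme with no compound and 100% = wells without enzyme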
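signal = AMC fluorescence, 355/460 nm | material = human alpha-thrombin enzyme | control set = enzyme without compound as high, wells lacking enzyme as low | times = reaction at room temperature | read-out basis = percent inhibition scaled between no-compound controls and no-enzyme blanks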
Wee1 stabilizer = human Wee1 degradation inhibition, primary screen | P30291 | HeLa Luc-Wee1K328M stability, luciferase luminescence; 100% = proteasome inhibitor MG132 effect | reporter increase, % at 5 µM | 220,000 tested, 1.2% active | AID 1321;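 active means activation above the mean of all tested compounds plus 3 SD, set per screening run, cut at about 8.8% in these data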;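 further: cells exposed to compound for 20 h before luminescence read; 0% = DMSO alone and 100% = MG132 at 30 µM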
14-3-3 Bad inh = disrupts binding of bovine 14-3-3 zeta to phospho-Bad peptide | P63103 | inhibition, % at 21.7 µM | 220,000 tested, 0.71% active | TR-FRET 14-3-3zeta/Dy647-pBad peptide displacement, 1 h | AID 781;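 active means inhibition above about 70%, limit read from the data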;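 further: 0% = full 14-3-3 plus peptide FRET controls and 100% = background without 14-3-3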
Target sequence (P63103 whole entry, looked up): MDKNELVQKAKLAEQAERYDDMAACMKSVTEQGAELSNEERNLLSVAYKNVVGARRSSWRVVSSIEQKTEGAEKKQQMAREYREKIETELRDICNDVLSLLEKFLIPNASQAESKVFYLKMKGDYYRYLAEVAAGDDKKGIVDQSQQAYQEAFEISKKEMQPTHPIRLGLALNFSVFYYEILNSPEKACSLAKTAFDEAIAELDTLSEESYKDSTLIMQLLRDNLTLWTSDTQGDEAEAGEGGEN
FXIIa inh 1536 = inhibitors of human coagulation factor XIIa. P00748. purified FXIIa, Boc-QGR-AMC fluorogenic substrate, 2 h. inhibition, % at 5 µM. 220,000 tested, 0.3% active. AID 800; in the data active means inhibition above about 40%;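 further: 0% = enzyme with no compound and 100% = blank without enzyme; many of its hits are not listed in these tables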
Target sequence (P00748 20-372 limits assumed): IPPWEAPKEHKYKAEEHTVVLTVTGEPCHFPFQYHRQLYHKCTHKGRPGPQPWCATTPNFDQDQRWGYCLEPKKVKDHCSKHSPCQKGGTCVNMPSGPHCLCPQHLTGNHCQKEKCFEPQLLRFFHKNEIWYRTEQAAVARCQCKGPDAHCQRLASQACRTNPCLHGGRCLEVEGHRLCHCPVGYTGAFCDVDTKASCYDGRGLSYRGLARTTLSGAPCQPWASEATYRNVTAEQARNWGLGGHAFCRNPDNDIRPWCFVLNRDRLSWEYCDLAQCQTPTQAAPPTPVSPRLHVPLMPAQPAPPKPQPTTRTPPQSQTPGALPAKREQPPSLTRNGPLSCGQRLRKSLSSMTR
Target sequence (P00748 373-615 limits assumed): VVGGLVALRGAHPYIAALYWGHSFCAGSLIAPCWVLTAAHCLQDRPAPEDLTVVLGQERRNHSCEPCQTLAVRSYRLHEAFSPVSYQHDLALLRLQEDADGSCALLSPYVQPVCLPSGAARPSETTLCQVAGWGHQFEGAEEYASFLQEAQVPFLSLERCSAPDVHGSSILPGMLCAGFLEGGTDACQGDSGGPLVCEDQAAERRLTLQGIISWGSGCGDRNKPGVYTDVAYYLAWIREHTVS
Runt-CBFb FRET = blocks binding of human RUNX1 Runt domain to CBFb; Cerulean-Runt/Venus-CBFb FRET ratio 530/480, 1 h; inhibition, % at 20 µM; 220,000 tested, 0.46% active; AID 1496;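 active means inhibition over about 50% at 20 µM in the single-dose screen, limit read from the data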;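 further: 0% = DMSO wells and 100% = excess unlabeled CBFb competitor control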
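test system = Cerulean-tagged RUNX1 Runt domain (FRET donor) fusion protein | reagent = Venus-CBFb binding partner, 100 nM | incubation = protein complex preformed 1 h, compound exposure 1 h, room temperature, dark | detection = FRET fluorescence | read-out basis = loss of energy transfer signal | controls = 5 µM unlabeled CBFb as full-inhibition high control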
FXIa inh 1536 = blocks human coagulation factor XIa protease activity | P03951 | purified FXIa, Boc-Glu-Ala-Arg-AMC fluorogenic substrate | inhibition, % at 5 µM | 220,000 tested, 0.14% active | AID 798;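 active means inhibition of at least 40%; inactive means inhibition below 40%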;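 further: fluorescence of freed AMC excited at 355 nm; 0% = enzyme without compound and 100% = no enzyme blank; many of its hits are not listed in these tables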
KLK5 inh = inhibitors of human kallikrein 5; recombinant hK5, fluorogenic AMC substrate cleavage; AID 873; inhibition, % at 5 µM; 210,000 tested, 0.59% active;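 active means inhibition of 40% or more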;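 further: 0% = enzyme controls without compound and 100% = no-enzyme blanks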
Target sequence (Q9Y337 67-293 limits assumed): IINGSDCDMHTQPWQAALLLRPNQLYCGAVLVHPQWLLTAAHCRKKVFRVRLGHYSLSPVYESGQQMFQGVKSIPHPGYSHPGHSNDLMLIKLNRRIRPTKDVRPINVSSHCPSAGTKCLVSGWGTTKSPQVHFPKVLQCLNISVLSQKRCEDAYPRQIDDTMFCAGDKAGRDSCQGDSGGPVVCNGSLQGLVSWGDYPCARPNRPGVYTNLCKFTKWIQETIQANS
Hck Nef HTS = inhibitors of human Hck kinase activated by Nef | inhibition, % at 20 µM | Recombinant Hck-YEEI plus Nef, Z-Lyte FRET kinase assay | P08631 | 220,000 tested, 0.68% active | AID 463187;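 active means Hck-Nef kinase inhibition above about 50%, limit read from the data; inactive means inhibition below that limit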;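 further: 0% = DMSO with Hck plus Nef and 100% = Hck alone without Nef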
Numbers without * were called inactive; x = not tested or not shown; [ ] = another dose, or the depositor's remark.

SMILES	Runt-SMMHC FRET	Thrombin inh	Wee1 stabilizer	14-3-3 Bad inh	FXIIa inh 1536	Runt-CBFb FRET	FXIa inh 1536	KLK5 inh	Hck Nef HTS
Cn1c(/C=N/Nc2nc3ccccc3[nH]2)nc2ccccc21	0	3	1	-8	10	-1	4	-1	2
COC(=O)c1ccc(C2c3c(oc4cc(C)c(C)cc4c3=O)C(=O)N2CCCN(C)C)cc1 (centres undefined)	-30	1	0	14	10	-9	2	3	-2
CCN1/C(=C2/SC(=S)NC2=O)Sc2ccccc21	49	-10	-1	-3	6	24	2	-1	19
O=C(O)CC(SCC(=O)NC1CCCc2ccccc21)C(=O)O (centres undefined)	1	-3	-2	1	5	2	0	-1	14
COc1ccc(C)cc1NCc1cccc(OC)c1OC	8	2	-2	65[fluorescence artefact?]	9	1	4	-13	-1
COc1ccc2c(c1)Sc1ccccc1N2CCN(C)C	1	-1	-2	41[fluorescence artefact?]	5	1	4	-35	0
CCSC(C)CC1C/C(=N/O)c2c(CC)noc2C1 (centres undefined)	2	-2	-3	-22	-3	-2	-8	-5	-1
CSc1nnc(SCC#N)s1	5	2	-3	11	1	1	2	1	-1
CCSc1nc(C2CC2)cc(-c2ccco2)c1C#N	-4	1	3	5	15	4	7	-13	-18
Cc1ccc(C(=O)Nc2ccc(Cl)cc2C(F)(F)F)c(Cl)c1	-2	-13	1	3[fluorescence artefact?]	-6	-1	-7	9	0
CCOC(=O)C1(CCc2ccccc2)CCN(Cc2ccc(OC)cc2)CC1	-2	-2	-2	-1	4	0	2	-8	6
Cc1ccc(-c2nc(NC(=O)CSc3nnc4scc(-c5ccccc5)n34)ns2)cc1	0	-6	x	5	5	-3	1	-2	20
Cn1cnc(S(=O)(=O)Nc2ccc(OC(F)F)cc2)c1	-2	0	2	3	5	-1	7	12	7
CSc1ccccc1-c1nnc(-c2ccc(Cl)cc2)o1	-10	2	3	-19	-1	0	-3	0	1
COC(=O)Cc1[nH]nc2c1C(c1c[nH]c3ccccc13)C(C#N)=C(N)O2 (centres undefined)	2	-2	1	-8	17	12	2	-2	6
CCCN(Cc1ccccc1)C(=O)Nc1ccc2c(c1)nnn2C	1	-8	-2	-1	-3	2	-7	-5	7
COc1ccc(OC)c(C(=O)CSc2nccc(-c3ccc(Br)cc3)n2)c1	2	-5	-3	-1	19	-3	4	-9	0
Oc1cc(Br)ccc1C=Nc1ccc(N2CCCCC2)cc1	-83	-5	-1	1	2	-12	-10	2	-4
OC(CN1CCOCC1)CN1CCOCC1	-4	4	1	-5[fluorescence artefact?]	13	-3	-5	-10	1
CC(=O)c1cc2c(cc1NC(=O)C1CC1)OCO2	2	-7	1	-5	1	-1	0	-10	14
CC1(C)Oc2ccc3ccc(=O)oc3c2-c2cnoc21	0	-6	-2	10[fluorescence artefact?]	4	-10	-7	-6	0
COC(=O)C1CSC(c2ccc(Cl)cc2)N1C(=O)c1ccccc1 (centres undefined)	4	4	6	-17	11	1	-2	-7	1
Cn1c(=O)c2c(nc(SCCCO)n2Cc2ccccc2Cl)n(C)c1=O	2	-3	0	-5[fluorescence artefact?]	-12	0	-4	0	6
CCC1C/C(=C\c2cccnc2)C(=O)/C(=C/c2cccnc2)C1 (centres undefined)	8	-8	1	-12	10	6	7	-18	4
c1ccc(C(c2nnnn2C2CCCC2)N2CCN(c3nc4ccccc4s3)CC2)cc1 (centres undefined)	-1	1	2	-2	11	1	6	-5	4
Clc1ccc(OCc2nnc3n2N=C(c2ccc4c(c2)OCCO4)CS3)c(Cl)c1	-6	4	0	-10	16	-3	-5	-5	3
COC(=O)c1cccc(NC(=S)Nc2cc(Cl)ccc2OC)c1	3	-1	-3	-10	13	7	0	x	1
CC(=O)NC(Cc1cc(C)ccc1C)C(=O)N1CCN(C(=O)c2ccc(Br)cc2)CC1 (centres undefined)	3	x	-1	-7	8	1	2	-1	27
COc1ccccc1CNC(=O)c1cc(C)nn1-c1ccccc1	1	0	-2	-2	10	-1	3	5	20
Oc1ccc(/C=N/N=C/c2ccc(O)cc2)cc1	0	x	0	-5	14	-1	9	4	21
COC(=O)Cc1ccc(NC(=S)NCCC(C)C)cc1	3	-7	-1	-9[fluorescence artefact?]	2	-1	-2	-14	9
COc1cccc(-c2csc(N3CCN(C(=S)Nc4cccc(C)c4)CC3)n2)c1	-2	-7	0	-13	5	7	0	1	19
CCC(C)C(Nc1ccc(C(=O)OC)cc1[N+](=O)[O-])C(=O)OC (centres undefined)	-3	3	3	-10	10	-6	2	-18	2
Cc1cccc(NS(=O)(=O)c2cc(C(=O)NCCC3=CCCCC3)ccc2Cl)c1	0	-1	2	-10	17	-2	6	-7	-3
CCN(CC)CCN(C)C(=O)c1ccc(OC2CCN(C(=O)C3CC3)CC2)cc1	x	-5	-4	-6	6	x	-2	7	26
CC(C)CN1C(=O)/C(=C/c2c(N3CCc4ccccc4C3)nc3ccccn3c2=O)SC1=S	-24	1	7	1	9	-14	3	4	12
COC(=O)c1c(C(C)=O)cnc2ccc(Br)cc12	-1	-5	-1	5[fluorescence artefact?]	0	-3	-4	-2	-2
COc1ccc2[nH]c3c(=O)n(Cc4ccc(C(=O)N5CCCCCC5)cc4)c(=S)[nH]c3c2c1	18	2	0	10	15	19	5	7	-16
COc1cc(/C=C(\C#N)C(=O)Nc2cc(C(F)(F)F)ccc2Cl)ccc1OCC(=O)Nc1cccc(C(F)(F)F)c1	-88	-14	0	12	18	-21	-5	-16	2
COc1ccc(C2C(C(N)=O)=C(C)Nc3ncnn32)cc1 (centres undefined)	0	-5	-1	-1	9	1	-21	9	1

Entries of single compounds from above. Values in the order: Runt-SMMHC FRET | Thrombin inh | Wee1 stabilizer | 14-3-3 Bad inh | FXIIa inh 1536 | Runt-CBFb FRET | FXIa inh 1536 | KLK5 inh | Hck Nef HTS
c1ccc(C(c2nnnn2C2CCCC2)N2CCN(c3nc4ccccc4s3)CC2)cc1 (centres undefined) is entered as -1 | 1 | 2 | -2 | 11 | 1 | 6 | -5 | 4
CCC(C)C(Nc1ccc(C(=O)OC)cc1[N+](=O)[O-])C(=O)OC (centres undefined) is entered as -3 | 3 | 3 | -10 | 10 | -6 | 2 | -18 | 2
Clc1ccc(OCc2nnc3n2N=C(c2ccc4c(c2)OCCO4)CS3)c(Cl)c1 is entered as -6 | 4 | 0 | -10 | 16 | -3 | -5 | -5 | 3

Continued:
SMILES	Runt-SMMHC FRET	Thrombin inh	Wee1 stabilizer	14-3-3 Bad inh	FXIIa inh 1536	Runt-CBFb FRET	FXIa inh 1536	KLK5 inh	Hck Nef HTS
O=C(Nc1nccs1)c1cc(Cl)nc2ccccc12	-3	-11	1	1	-3	0	-4	-2	14
O=C(CN(Cc1ccco1)C(=O)CNS(=O)(=O)c1ccc(Cl)cc1)NC1CCCCC1	0	5	-4	-5	15	-2	5	9	0
CNC(=S)N(Cc1ccc(OC)cc1)Cc1cc2ccc(C)cc2[nH]c1=O	0	11	-3	-1	4	0	-2	-5	19
COc1cccc(-n2cc(CNCc3cn(C)nc3-c3ccccc3F)cn2)c1	-2	-8	5	-5	2	0	-2	x	-6
CC1=C(C(=O)OC2CCCCCCC2)C(c2ccc(O)cc2)NC(=O)N1 (centres undefined)	-1	x	-1	x	x	-2	x	x	-1
CC(C)Cn1nc(NC(=O)c2cccs2)c2cc3ccccc3nc21	57*	-10	1	3	-1	34	-4	-4	-74
Cc1ccc(OCCn2cc(C(=O)O)c3ccccc32)cc1	0	-1	1	-4	-1	0	-8	-7	30
CCN(CC)Cc1cc(C(=O)O)c(C)o1	x	-4	-3	-11	8	x	-5	-6	23
CN(C)c1ccc(/C=C2\SC(=O)N(CC(O)Cn3c4ccccc4c4ccccc43)C2=O)cc1 (centres undefined)	-301	-2	4	17	-4	-89	-8	-7	0
CCn1c(SCc2nc3ccccc3[nH]2)nnc1-c1ccncc1	-2	-12	1	-1	1	-1	-6	-22	1
CC(=O)c1sc(NC(=O)c2ccccc2C)nc1C	2	12	1	-5	8	0	0	-3	25
CC(C)(Oc1ccc(Cl)cc1)C(=O)NCc1ccc(S(N)(=O)=O)cc1	-3	-6	0	16	6	-2	-6	-3	0
CCOC(=O)C1CCCN(C(=O)CS(=O)(=O)Cc2ccccc2)C1 (centres undefined)	-1	-7	-1	7	6	2	-6	-10	14
O=C(CSc1nnc(-c2cccnc2)n1Cc1ccco1)c1ccccc1	-1	5	-2	3	10	9	3	-14	8
O=C(CCc1nnc(Cc2cccc(C(F)(F)F)c2)o1)NCC(F)(F)F	x	-10	-4	-4	6	x	2	-4	19
Cc1nc(SCC(=O)c2cccs2)c2oc3ccccc3c2n1	0	-10	3	-17[fluorescence artefact?]	11	0	13	-20	-1
CCO[C@H]1OC(C(N)=O)=C[C@@H](C)[C@@H]1CCCO	1	-4	-1	-3	10	1	-2	0	2
CC12CCC(C(=Nc3ccc(N=C4C(=O)C5(C)CCC4C5(C)C)cc3)C1=O)C2(C)C	-2	-3	-2	1	10	1	-6	6	-20
OCCN(Cc1ccccc1)Cc1nc(CC2CC2)no1	-2	2	0	0	13	1	1	x	11
O=C(NC1CCCCC1)c1sc(=S)n2c1[nH]c(=O)c1ccccc12	-17	0	2	19[fluorescence artefact?]	-3	-5	-4	0	4
Cc1ccc(C)c(N(CC(=O)NCCC2=CCCCC2)S(C)(=O)=O)c1	4	0	4	9	11	-1	0	-1	0
COc1ccc(C(O)P(=O)(OCCC(C)C)c2ccc(N(C)C)cc2)cc1OC (centres undefined)	2	-2	2	-2	4	-3	0	-1	17
COCCCNC(=S)NNC(=O)c1ccccc1Br	-1	-1	2	0	3	1	4	-18	-18
O=C(Nc1ccc(Cl)c(Cl)c1)OCCNC(=O)c1cccc(Cl)c1	1	-2	6	-3	6	0	-3	-20	-19
CCc1cc(OCCN2C(=O)NC(C)(C)C2=O)ccc1Cl	2	0	0	15	16	3	1	-2	-17
NC(=O)C1=C[C@@H](c2ccc(Br)cc2)C[C@@H](OCc2ccc(CO)cc2)O1	0	-1	1	3	6	1	0	3	11
CC(NC(=O)CN(C)Cc1cccs1)c1ccccc1 (centres undefined)	1	6	0	2	15	-2	2	10	11
CN(Cc1ccccc1)c1nc2c(c(=O)n(C)c(=O)n2C)n1CCCc1ccccc1	2	0	1	66	12	-9	1	2	8
Cc1[nH]c(=O)[nH]c(=O)c1S(=O)(=O)N1CCCC(C(=O)N2CCN(c3ccccc3Cl)CC2)C1 (centres undefined)	0	9	3	-2	14	1	4	38	7
COC(=O)c1ccc[n+](CC(=O)Nc2ccc(OC(F)F)cc2)c1	4	1	0	2	6	-4	0	-4	16
O=C(O)c1cc2n(n1)C(C(F)(F)F)CC(C1CC1)N2 (centres undefined)	2	2	-3	0	8	0	1	-2	17
CCOC(=O)CNC(=O)Cn1cnc2c(nnn2-c2cccc(Cl)c2)c1=O	2	1	-1	4	43*	-1	12	-9	2
CCOc1ccc(S(=O)(=O)N(CC(N)=O)c2ccc(C)cc2)cc1	3	-10	2	0	18	-1	0	-15	-7
Cc1nc2sccn2c(=O)c1CCN1CCC(=C(c2ccccc2)c2ccc(F)cc2)CC1	0	1	-3	-4	11	-5	3	-6	-3
CC1CCN(C(=O)C(Cc2ccccc2)n2cccc2)CC1 (centres undefined)	2	-5	-1	7	12	-1	5	-22	1

This is a random part of the collection, and some 4.2% of all compounds hit somewhere here.
